H9c2 TAG inh = inhibitors of triacylglycerol accumulation; H9c2 cells, Nile Red lipid (TAG) fluorescence; cells loaded with 200 µM oleic acid; inhibition, % at 12.5 µM; 230,000 tested, 0.66% active;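 active means pattern-corrected inhibition of lipid staining of at least 50% with the nuclear-stain viability signal not falling by more than 50%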;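 further: 0% = DMSO wells and 100% = triacsin C control wells; some results filed as inactive read as strong as hits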
H9c2 TAG inh DAPI viability = also measured in H9c2 TAG inh; calls as there; DAPI nuclei signal change (viability), lower = more cytotoxic, %;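 whole-well DAPI fluorescence read on a plate reader as a viability signal; minus 50 percent equals half of cells still viable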
The depositor's hits bear a star; & = joins results of further samples.

The first six compounds, ahead of the listing:
Second line of a record: H9c2 TAG inh, H9c2 TAG inh DAPI viability
CSc1ccc(OC2(C)CCN(Cc3cc4ccccc4o3)C2)cc1 (configuration not stated)
 : 8.8, -16.7
CC(C)(C)OC(=O)N(CCc1ccccc1)Cc1ccccc1OCc1cccc(NC(=O)C2CCCC2)c1
 : 20.9, 3.2
Cc1[nH]nc2c1C(c1ccc(Cl)cc1)C(C#N)=C(N)O2 (configuration not stated)
 : -18.0, 44.4
Cc1cc(S(=O)(=O)NCc2ccccc2)ccc1OCC(=O)NCC1CCCO1 (configuration not stated)
 : 10.9, -2.0
CSc1ccc(/C=N/N2CCN(Cc3ccccc3)CC2)cc1
 : 3.1, 6.3
Cc1cccc(NC(=O)CS(=O)(=O)c2cn(CC(=O)N3CCOCC3)c3ccccc23)c1
 : -0.4, 6.9

The list itself, repeating the preview:
Second line of a record: H9c2 TAG inh, H9c2 TAG inh DAPI viability
CSc1ccc(OC2(C)CCN(Cc3cc4ccccc4o3)C2)cc1 (configuration not stated)
 : 8.8, -16.7
CC(C)(C)OC(=O)N(CCc1ccccc1)Cc1ccccc1OCc1cccc(NC(=O)C2CCCC2)c1
 : 20.9, 3.2
Cc1[nH]nc2c1C(c1ccc(Cl)cc1)C(C#N)=C(N)O2 (configuration not stated)
 : -18.0, 44.4
Cc1cc(S(=O)(=O)NCc2ccccc2)ccc1OCC(=O)NCC1CCCO1 (configuration not stated)
 : 10.9, -2.0
CSc1ccc(/C=N/N2CCN(Cc3ccccc3)CC2)cc1
 : 3.1, 6.3
Cc1cccc(NC(=O)CS(=O)(=O)c2cn(CC(=O)N3CCOCC3)c3ccccc23)c1
 : -0.4, 6.9
COCCSc1nc2c(c(=O)[nH]c(=O)n2C)n1Cc1cccc(C)c1
 : -7.7, -6.2
CCO[C@@H]1OC(C(=O)NCc2ccccc2)=C[C@H](C(C)(C)C)[C@H]1CCCO
 : 11.2, -10.7
CCN1CCN(C(=O)C(=O)c2cn(CC(=O)N(CC)CC)c3ccccc23)CC1
 : 7.5, 9.5
Cc1ccc(NC(=O)c2ncn(CCCNCCCN3CCCC3=O)n2)cc1C
 : 18.8, -9.5
Cc1ccccc1-c1nc2ccccc2c(=O)n1/N=C/c1ccccc1[N+](=O)[O-]
 : -1.9, 3.6
CCN(C(=O)CCc1ccccc1)C1CCCCC1
 : 4.4, -6.4
COCCN1C=C2C(=O)C(C)(OC(=O)CCC(=O)OC)C(=O)C=C2C=C1C1CC1 (configuration not stated)
 : 17.8, 6.3
COc1c(Cl)cc(Cl)cc1CNCc1ccccc1
 : 10.7, 9.8
CCOC(=O)NC(CC(=O)O)c1ccc(OC)cc1 (configuration not stated)
 : -1.4, 1.3

By substructure, the entries above with an aryl thioether with sulfur outside any ring (three)
Second line of a record: H9c2 TAG inh, H9c2 TAG inh DAPI viability
CSc1ccc(OC2(C)CCN(Cc3cc4ccccc4o3)C2)cc1 (configuration not stated)
 : 8.8, -16.7
CSc1ccc(/C=N/N2CCN(Cc3ccccc3)CC2)cc1
 : 3.1, 6.3
COCCSc1nc2c(c(=O)[nH]c(=O)n2C)n1Cc1cccc(C)c1
 : -7.7, -6.2

Next section.
Second line of a record: H9c2 TAG inh, H9c2 TAG inh DAPI viability
NC(=O)C1CCN(C(=O)c2ccc(NS(=O)(=O)c3ccc(F)cc3)cc2)CC1
 : -0.3, -1.0
COc1ccccc1CNC(=O)C(=O)c1cn(CC(=O)N2CCCCC2)c2ccccc12
 : 26.2, -24.7
CC(=O)N=c1ncn(CC(COC(C)=O)OC(C)=O)c2nc[nH]c12 (configuration not stated)
 : 4.8, -28.4
Cc1ccc(C)c(N2N=C(C(=O)Nc3ccccc3N3CCCC3)CCC2=O)c1
 : 7.4, 6.0
COc1ccc(/C=C/C(=O)N[C@H](C(=O)O)C(C)C)cc1
 : -12.4, 14.0
CC(NC(=O)Nc1ccccc1Cl)c1ccc2c(c1)OCO2 (configuration not stated)
 : -54.7, -2.7
C[n+]1cccc(/C=N/Nc2nc(Cl)c(C#N)c(Cl)c2Cl)c1
 : 7.1, -1.5
Cc1cc2ccccc2n1CCNC(=O)c1cccs1
 : -0.5, 20.4
Cc1cc(Cl)ccc1OCC(=O)NCCCN1CCOCC1
 : -0.2, 6.6
CC(=O)N1CCN(C(=O)c2ccc(Oc3ccccc3)cc2)CC1
 : 3.9, -5.9
Cc1ccc(NC(=O)COC(=O)Cn2c(C)csc2=O)c([N+](=O)[O-])c1
 : 3.3, 3.9
C=CCc1cccc2cc(C(=O)O)c(=O)oc12
 : 4.5, -6.2
O=C(NCC(c1ccco1)N1CCCC1)c1sc2cc(F)ccc2c1Cl (configuration not stated)
 : -35.0, 21.2
O=C(O)CSc1nc(C(F)(F)F)cc(=O)n1-c1ccccc1
 : -1.4, -4.8
CC(C)Cc1nc(C(N)=O)c2[nH]c(=O)n(-c3ccc(F)cc3)c2n1
 : -11.9, 5.8
COCCn1c(SC(C)C(=O)Nc2ccc(Cl)cn2)nnc1-c1ccncc1 (configuration not stated)
 : 8.7, -7.6
CC1(c2nc3ccccc3cc2C#N)OCCO1
 : -7.6, -1.1
CCOC(=O)C1=C(CN2CCSCC2)NC(=O)NC1c1cccc([N+](=O)[O-])c1 (configuration not stated)
 : -5.7, 1.1
CC1CCC(NC(=O)COC(=O)C2=NN(c3ccccc3)C(=O)CC2)CC1 (configuration not stated)
 : -5.2, 7.0
CN1C2CC(OC(=O)C(CO)c3ccccc3)CC1C1OC12 (configuration not stated)
 : -8.2&4.9, 3.0&-1.2
O=C(N/N=C/c1ccccn1)C12CC3CC(CC(C3)C1)C2
 : 8.2, -13.3
CCC(C)NC(=O)c1cc(S(=O)(=O)N2CCCCC2)c[nH]1 (configuration not stated)
 : -7.4, 6.9
O=C(CSc1nnc(-c2ccccc2)o1)N1CCc2ccccc2C1
 : -1.6, -8.1
COc1ccc(/C=C/C(=O)NCC(=O)N/N=C/c2cccs2)cc1
 : -7.5, -0.7
CC(NC(=O)C(=O)NN=C1CCCCCC1)c1ccccc1 (configuration not stated)
 : 7.5, 0.2
S=C(NCc1ccccc1)NC1CCSc2ccccc21 (configuration not stated)
 : -2.0, 4.0
Cc1cnc(C(=O)OCC(=O)NC2CCCCCCC2)cn1
 : -14.0, 5.8
O=C(c1cccs1)N1CCC(C(=O)N2CCN(Cc3ccc4c(c3)OCO4)CC2)CC1
 : 1.8, 2.7
COC(=O)c1ccc(N/C=C\C(=O)c2ccc3c(c2)OCO3)cc1
 : 0.5, -11.3
COc1ccc(S(=O)(=O)N2CCN(Cc3ccccc3)CC2)c(C)c1
 : 5.3, -4.7
O=C(Nc1ccccc1)NC1(C(=O)N2CCN(c3ncccn3)CC2)CCCCC1
 : -3.1, -6.7
O=C(NCCCCC(NC(=O)c1ccc([N+](=O)[O-])cc1)C(=O)O)c1ccc([N+](=O)[O-])cc1 (configuration not stated)
 : -4.6, -6.3
O=C1CC(C(=O)Nc2cccc3ccccc23)C2(CCCC2)O1 (configuration not stated)
 : 14.7, -3.5
Cc1ccc(CNC(=O)C2CC(c3ccccc3F)=NO2)cc1 (configuration not stated)
 : -6.5, -1.3
CCOC(=O)c1c(NC(=O)CSc2nnc(C)s2)sc2c1CCN(C)C2
 : 4.1, -13.2
Cc1ccc(NC(=O)c2cc(S(=O)(=O)Nc3ccc(C)cc3)cs2)cc1
 : -11.9, -3.9
CCCCC(=O)Nc1nn(CC(C)C)c2nc3ccccc3cc12
 : 31.2, -19.1
CCc1ccc(N2CC(C(=O)OCc3csc(CC(=O)Nc4ccccc4C)n3)CC2=O)cc1 (configuration not stated)
 : -3.4, 6.1
CCN1CCc2nc(N)sc2C1
 : 3.8, 4.4
CCCS(=O)(=O)c1c(S(=O)(=O)CCC)c2c(N)cccn2c1C(=O)OC
 : -8.3, 5.9
CCOc1ccc(CCNC(=O)c2cccc(S(=O)(=O)N3CCN(C(C)=O)CC3)c2)cc1OCC
 : 9.2, 3.2
CCOC(=O)c1cnc(SCc2ccc(C(C)(C)C)cc2)nc1N
 : 20.1, 5.9
O=C(COC(=O)COc1ccc(Cl)cc1Br)NC1CC1
 : 6.4, 1.0
CC(Oc1ccc(Br)cc1Br)C(=O)Nc1cccnc1 (configuration not stated)
 : 1.0, -6.8
COc1cc2c3nnc(-c4ccc(F)cc4)c-3cn(Cc3ccccc3F)c2cc1OC
 : -249.0, 95.0

Next section; the last two above are carried over.
Second line of a record: H9c2 TAG inh, H9c2 TAG inh DAPI viability
CC(Oc1ccc(Br)cc1Br)C(=O)Nc1cccnc1 (configuration not stated)
 : 1.0, -6.8
COc1cc2c3nnc(-c4ccc(F)cc4)c-3cn(Cc3ccccc3F)c2cc1OC
 : -249.0, 95.0
CCc1nc2ccc(C(=O)NCCOc3ccc(OC)cc3)cn2c1N(CC)CCN(C)C
 : 9.8, -7.4
Cc1cccnc1CN1CCN(C(=O)CCc2nnc(CCc3ccccc3)o2)CC1
 : -9.6, 9.6
CCOC(=O)C1=CN(Cc2cccc(F)c2)S(=O)(=O)N(CC)C1c1ccccc1 (configuration not stated)
 : -18.6, -1.3
COc1ccc(C(=O)N2CCCC(C)(C(=O)NS(=O)(=O)C3CC3)C2)c(OC)c1 (configuration not stated)
 : -9.7, 7.0
O=C(CCNC(=O)c1ccco1)Nc1cccc(Br)c1
 : 10.4, -3.3
CCS(=O)(=O)N1CCC(C(=O)Nc2cc([N+](=O)[O-])ccc2C)CC1
 : 2.0, 7.1
CN(C(=O)CN1C(=O)NC(C)(CCc2ccccc2)C1=O)c1ccccc1 (configuration not stated)
 : 7.2, -6.1
CCOC(=O)N1CCN(C(=O)CCN2C(=O)COc3ccc(C)cc32)CC1
 : 12.7, -18.7
C[C@H]1COC(=O)[C@H](CC(=O)OC(C)(C)C)C/C=C\C[C@H](CC(=O)N(CCO)Cc2ccccc2)C(=O)N1
 : -5.9, -5.1
C/C(=N\NC(=O)c1ccc(NS(=O)(=O)c2cccs2)cc1)c1ccncc1
 : -6.3, 2.8
O=C(c1ccc(N2CCCCC2)c([N+](=O)[O-])c1)N1CCOCC1
 : 11.2, -10.3
CC12CCC(=O)N1C(C(=O)Nc1ccc(SC(F)F)cc1)CS2 (configuration not stated)
 : 4.1, -5.4
COCCn1c(=S)[nH]c2cc(C(=O)N3CCc4ccccc4C3)ccc2c1=O
 : -1.4, -3.9
CCCOc1cccc(C(=O)N(Cc2ccco2)C2CCS(=O)(=O)C2)c1 (configuration not stated)
 : -11.7, 3.3
CCOC(=O)C1=C(C(C)=O)C(c2cccnc2)C(C#N)=C(N)O1 (configuration not stated)
 : 0.5, -0.3
Cc1cc(Cl)ccc1OCC(=O)N1CCN(c2ncccn2)CC1
 : -6.9, 1.1
Cc1ccc(NS(=O)(=O)c2ccc(C(=O)NNC(=O)c3ccccc3O)cc2)cc1
 : -0.7, -13.9
Cc1cc(C)nc(-n2nc(C)cc2NC(=O)c2cc3ccccc3oc2=O)n1
 : 1.3, 1.0
CCOC(=O)C1=CN(C(C)C)CCC1=O
 : 1.5, 6.9
CCCNC(=O)C(Cc1ccccc1)NC(=O)c1ccc(-c2ccccc2)cc1 (configuration not stated)
 : -21.5, -12.0
CCOC(=O)c1sc2nc(C)nc(NCc3cccnc3)c2c1C
 : -4.9, 8.8
CCCCn1c(SCC(=O)OCC)nc2c1c(=O)[nH]c(=O)n2C
 : -2.1, -1.6
O=C(NCC(=O)N1CCN(S(=O)(=O)/C=C/c2ccccc2)CC1)c1ccc(Cl)cc1
 : 16.5, -9.6
COc1ccccc1-n1c2nc3ccccc3nc2c2c(=O)n(-c3cc(C)cc(C)c3)cnc21
 : 8.0, 9.7
COc1ccc(NC(=O)N(C)[C@H]2C[C@H]3c4[nH]c5ccc(-c6ccc7c(c6)OCO7)cc5c4CCN3C[C@H]2[C@H](C)O)cc1
 : 59.7*, -9.6*
O=C(COC(=O)C1CCN(S(=O)(=O)c2c(Cl)cccc2Cl)CC1)NCc1ccco1
 : -5.4, 7.4
Cc1ccc(S(=O)(=O)CC(CN2CCOCC2)N2CCOCC2)cc1 (configuration not stated)
 : -8.4, -4.4
CC(NS(=O)(=O)c1ccc(Br)cc1F)[C@H](O)c1ccccc1 (some centres not stated)
 : -5.2, -3.9
Cc1cc(=O)oc(C)c1C(=O)NCCc1ccc(F)cc1
 : 8.8, -14.7
CCCCC(=O)OCc1c(-c2ccccc2)ncc2ccccc12
 : 12.5, 3.9

Compound activity deposited in PubChem BioAssay by Sanford-Burnham Center for Chemical Genomics.

The list is partial; count on the stated rates, not on these rows.
